# Glioma ERSR ind: qHTS for Inducers of the Endoplasmic Reticulum Stress Response (ERSR) in Human Glioma: qHTS; U87-MG GRP78 promoter luciferase reporter, 16 h; Potency, µM, without a hit: at the highest dose activation, usual class: activators; 420,000 compounds, 0.02% hits; AID 602332, 2012; also: potency is read from the fitted curve at half-maximal effect; series mostly up to about 76 µM; % of control where 0% means no effect; nearly all actives have a fitted effect of over 35% in size
#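 Stably transfected U87-MG glioma cells carrying a GRP78-based luciferase sensor; 16 h compound incubation. Luminescence end-point read 10 min after Bright-Glo addition at room temperature.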
# Vif-A3G inh: qHTS for Inhibitors of Vif-A3G Interactions: qHTS; HeLa A3G-eYFP + Vif (tagged APOBEC3G with the HIV-1 protein that degrades it), YFP fluorescence, overnight; 410,000 compounds, 0.076% hits; Potency, µM (series often up to 46.1 µM), inactives show at the highest dose activity, negative = active, actives largely listed as inhibitors; DNA dC->dU-editing enzyme APOBEC-3G (Homo sapiens), Q9HC16;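 also: potency is read from the fitted curve at half-maximal effect; % is scaled to controls: 0 for no effect and ±100 for the full control effect; nearly all actives have a fitted effect of over 60% in size; hits raise eYFP signal because A3G escapes Vif-driven loss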
# Target sequence (Q9HC16 whole entry, looked up): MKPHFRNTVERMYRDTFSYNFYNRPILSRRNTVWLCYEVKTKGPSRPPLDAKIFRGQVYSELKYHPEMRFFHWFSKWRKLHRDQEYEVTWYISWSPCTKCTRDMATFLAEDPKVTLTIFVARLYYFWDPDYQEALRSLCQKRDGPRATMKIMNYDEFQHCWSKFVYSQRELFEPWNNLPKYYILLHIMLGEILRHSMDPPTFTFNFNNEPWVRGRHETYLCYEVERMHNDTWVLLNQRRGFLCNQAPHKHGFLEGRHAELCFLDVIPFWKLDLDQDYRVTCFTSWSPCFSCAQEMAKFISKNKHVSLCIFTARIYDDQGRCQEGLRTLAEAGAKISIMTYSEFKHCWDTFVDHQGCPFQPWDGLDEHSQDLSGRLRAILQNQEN
#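 Read-out is eYFP fluorescence (Ex 488/Em 500-530) from Vif-expressing HeLa A3G-eYFP cells; more signal means A3G escaped Vif-mediated degradation. Cells plated overnight, compound pinned in, incubated overnight at 37 deg C.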
# LDHA inh: qHTS assay for inhibitors of human lactate dehydrogenase | L-lactate dehydrogenase A chain (Homo sapiens), P00338 | purified LDHA, NADH/diaphorase-resazurin fluorescence; hits give low values | AID 1347041, 2019 | activity change, % (values are at about 110 or 230 µM) | 480,000 compounds, 0.15% hits; in the data active = activity change below about -30%; inconclusive = mostly about -25% to -30%;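 also: plate controls were DMSO wells for no effect and wells without enzyme for full effect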
#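 Resorufin fluorescence (ex540/em590), read at 0 and 20 min after diaphorase/resazurin addition, reports the NADH left after a 5 min room-temperature reaction of 2 nM human LDH5 with 0.06 mM NADH and 0.2 mM pyruvate.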
# RXFP1 agonist: qHTS Assay for Agonists of the Relaxin Receptor RXFP1 | Relaxin receptor 1 (Homo sapiens), Q9HBX9 | Potency, µM (doses to about 57.5 µM), for inactives: at the top dose activation, actives largely listed as activators | HEK293T-RXFP1 cAMP TR-FRET, 30 min; response scale: percent of porcine relaxin response, buffer zero | 370,000 compounds, 0.3% hits | AID 2676, 2010; also: potency is read from the fitted curve at half-maximal effect; % is scaled to controls: 0 for no effect and ±100 for the full control effect; nearly all actives have a fitted effect of over 60% in size; many of its hits are not listed in these tables
#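 HEK293T cells stably expressing RXFP1 were pretreated with the PDE4 inhibitor Ro 20174, exposed to compounds for 30 min at 37C, lysed, and cAMP was read by TR-FRET. Data normalized to buffer (basal) and 29 nM porcine relaxin (100%).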
# TrxR1 substrate: qHTS Assay for Substrates of Mammalian Selenoprotein Thioredoxin Reductase 1 (TrxR1): qHTS. Thioredoxin reductase 1, cytoplasmic (Rattus norvegicus), O89049. purified TrxR1 substrate turnover, NADPH consumption readout. Potency, µM (titrated, usually from 114 µM), for inactives: top-dose activity change, negative = substrate turnover. 390,000 compounds, 0.01% hits; also: potency is read from the fitted curve at half-maximal effect; % is scaled to controls: 0 for no effect and ±100 for the full control effect; nearly all actives have a fitted effect of over 50% in size
# Target sequence (O89049 whole entry, looked up): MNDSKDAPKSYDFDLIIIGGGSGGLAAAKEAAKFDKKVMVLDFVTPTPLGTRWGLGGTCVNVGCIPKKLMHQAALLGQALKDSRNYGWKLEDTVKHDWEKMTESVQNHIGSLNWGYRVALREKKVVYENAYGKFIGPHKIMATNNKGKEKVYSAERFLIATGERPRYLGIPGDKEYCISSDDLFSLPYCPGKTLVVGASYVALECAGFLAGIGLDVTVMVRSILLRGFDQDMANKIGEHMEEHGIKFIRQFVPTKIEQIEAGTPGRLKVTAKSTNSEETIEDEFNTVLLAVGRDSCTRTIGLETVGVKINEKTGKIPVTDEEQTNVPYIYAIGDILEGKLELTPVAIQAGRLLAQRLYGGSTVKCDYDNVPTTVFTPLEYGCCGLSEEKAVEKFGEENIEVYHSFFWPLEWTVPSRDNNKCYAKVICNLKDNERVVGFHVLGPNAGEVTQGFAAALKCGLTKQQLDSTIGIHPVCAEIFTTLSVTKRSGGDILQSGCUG
#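 Rat TrxR1, dispensed at 90 nM, was prereduced with 400 uM NADPH (final) for 5 min at ~22 deg C, then incubated with compound 15 min before 400 uM selenite. A first-read NADPH fluorescence drop versus no-compound background flagged substrates.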
# Vif-APOBEC3F blk: qHTS for Inhibitors of Vif-A3F Interactions: qHTS; HeLa A3F-eYFP + Vif (tagged APOBEC3F with the HIV-1 protein that degrades it), YFP fluorescence increase; Potency, µM (titrated, usually from 46.1 µM), for the others: top-dose activity, negative = active; 390,000 compounds, 0.2% hits; AID 602313, 2012; also: potency is read from the fitted curve at half-maximal effect; % of control where 0% means no effect; nearly all actives have a fitted effect of over 65% in size
#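 HeLa cells stably expressing A3F-eYFP plus Vif, plated and incubated overnight at 37 deg C, then exposed to compounds overnight at 37 deg C. Blocked degradation read as raised yellow fluorescence (Ex 488/Em 500-530).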
# USP1-UAF1 inh: Inhibitors of USP1/UAF1: Primary Screen | Ubiquitin carboxyl-terminal hydrolase 1 (Homo sapiens), O94782 | recombinant USP1/UAF1, Ub-Rhodamine cleavage fluorescence | Potency, µM (highest dose often 57.1 µM), for the others: at the highest dose activity change, negative = inhibition, hits mostly inhibitors | 390,000 compounds, 0.23% hits; also: potency is read from the fitted curve at half-maximal effect; % is scaled to controls: 0 for no effect and ±100 for the full control effect; nearly all actives have a fitted effect of over 60% in size; inactives centre near -12
#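 USP1/UAF1 complex (1 nM) preincubated 15 min at room temperature with compound, then Ub-Rho substrate (150 nM final) added. Kinetic fluorescence at 480/540 nm over 6 reads at 60 s intervals; 50 mM HEPES pH 7.8, 0.5 mM EDTA, 0.1 mg/ml BSA, 1 mM TCEP, 0.01% Tween-20.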
# PI4K2A inh: qHTS for small molecular inhibitors of PI4K2A | Phosphatidylinositol 4-kinase type 2-alpha (Homo sapiens), Q9BTU6 | purified PI4K2A, ADP-Glo luminescence, 1 h; hits give low values | activity change, negative = inhibition, % at 76.9 µM | 420,000 compounds, 0.13% hits | AID 1346378, 2018; in the data active = activity change below about -50%; inconclusive = mostly about -30% to -49%;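 also: -100% = wells without enzyme as full effect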
#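 In this quantitative HTS, ADP production by PI4K2A was quantified luminescently after 1 h at ambient temperature; 100 microM adenosine served as plate-quality control.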
# mIDH1 inhibitor: qHTS for Inhibitors of mutant isocitrate dehydrogenase 1 (IDH1): qHTS | AID 602179, 2012 | Potency, µM (series often up to 76.6 µM), for the others: at the highest dose activity change, negative = inhibition, usual class: inhibitors | 390,000 compounds, 0.093% hits | IDH1-R132H enzyme, NADPH consumption, diaphorase/resazurin fluorescence | Isocitrate dehydrogenase [NADP] cytoplasmic (Homo sapiens), O75874; also: potency is read from the fitted curve at half-maximal effect; % is scaled to controls: 0 for no effect and ±100 for the full control effect; nearly all actives have a fitted effect of over 65% in size
#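 IDH1-R132H (0.5 ug/mL dispensed) in pH 7.5 Tris buffer was preincubated 30 min with compound, then given a substrate mix of 0.016 mM NADPH and 2 mM alpha-KG for 80 min at room temperature; remaining NADPH was read by diaphorase/resazurin fluorescence.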
# * hit, by the source's call; ? = inconclusive; . = no result given; & = joins results of further samples; [ ] = another dose, or the depositor's remark. Unless noted, calls follow the shape of the dose curve; as a rule, active = well fitted curve in the direction sought with a large enough effect; inconclusive = small, poorly fitted or top-dose-only effect, or another doubt; inactive = no such curve, though single readings can be large; an effect the other way counts as inactive or inconclusive. This is a subset; rates above refer to the full screens.
smiles,Glioma ERSR ind,Vif-A3G inh,LDHA inh,RXFP1 agonist,TrxR1 substrate,Vif-APOBEC3F blk,USP1-UAF1 inh,PI4K2A inh,mIDH1 inhibitor
COc1ccc(S(=O)(=O)Nc2cccc3cccnc23)c(N)c1,-11%,?,1,.,-1%,.,.,.,.
Cc1cccc(N=C2NC(=O)/C(=C3/C(=O)N(C)c4ccccc43)S2)c1C,-8%,2%,-2,-3.3%,11%[57.1 µM],2%,-17%,0,3%
CCN(CC)C(=O)C(C)N(C#N)c1nc(NC(C)C)nc(NC(C)C)n1 (centres undefined),-5%,-1%,0,0.2%,3%[57.1 µM],6%,-16%,-6,-1%
CCc1nc(SCC(=O)Nc2ccc([N+](=O)[O-])cc2)n[nH]1,0%,1%,-1,0.3%,-16%,1%,-13%,-4,-7%
COc1cc(CNCC(C)C)c(Br)cc1OCC(=O)NCc1ccccc1,-1%,4%,-9,0.8%,-3%,-4%,-4%,4,0%
Cc1cc(C)cc(-n2c(C)cc(/C=N\NC(=O)COc3cccc4cccnc34)c2C)c1,-2%,4%,0,0.2%,-2%,?,-10%,-6,6%
CC(C)(C)C1CCC(OC(=O)c2cncc(Br)c2)CC1 (centres undefined),-1%,0%,0,1.9%,3%,-1%,-25%,-5,9%
CC(=O)c1sc(NC(=O)c2ccc(C)cc2)nc1C,1%,0%,-9,8.6%,9%,1%,-10%,-4,9%
CCn1c(SCC(O)c2ccccc2)nnc1-c1ccccc1 (centres undefined),3%,-4%,-3,0.4%,-9%,-8%,4%,1,-2%
COc1ccc(C(=O)Nc2cc(Cl)ccc2-n2cncn2)c(OC)c1OC,-1%,-14%,-7,-1.0%,-2%,1%,-18%,-5,-4%
Cc1ccc(S(=O)(=O)N2CCN(C)CC2)c(C)c1N(C)S(=O)(=O)c1ccc(Cl)cc1,-5%,-2%,-1,-1.7%,-13%,-6%,-2%,-7,6%
O=C(CCc1nnc(CCc2ccccc2)o1)N1CCCCC1CCn1cccn1 (centres undefined),4%,1%,-7,-0.5%,0%,-3%,-23%,1,4%
Nc1ccc(C(=O)Nc2ccc(OC(F)(F)C(F)F)c(NC(=O)c3ccc(N)cc3)c2)cc1,-2%,-8%,-9,0.1%,-4%,5%,-24%,5,7%
Cc1cccc(N(CC(=O)NC2CCCC2)C(=O)CCC(=O)Nc2cc(C)on2)c1,-1%,-4%,-2,5.5%,5%[0.0914 µM],17%,-15%,2,1%
CC(C)(C)c1ccc(C(=O)N2CCC(C(=O)NC3CCCCCC3)CC2)cc1,5%,4%,-9,-0.3%,-6%,16%,-17%,1,1%
CCCc1cc(C(=O)OC)c(NC(=O)OCC)s1,-6%,-13%,0,1.0%,-3%,-9%,-12%,-2,8%
CCCCC(=O)NNC(=S)NC(=O)C(c1ccccc1)c1ccccc1,?,-1%,-12,1.7%,-5%,-19%,?,2,19%
CCOc1ccc(NC(=O)c2sc3nc(C)nc(N4CCOCC4)c3c2C)cc1,2%,1%,-3,0.0%,-7%,7%,-26%,-2,-5%
CCn1c(C(=O)Nc2ccsc2C(=O)OC)cc2sc(Cl)cc21,-1%,2%,5,1.6%,5%,-4%,-12%,4,-1%
CCCCC1(C)NC(=S)N2N1C(=S)NC2(C)CCCC (centres undefined),-2%,-2%,2,0.4%,5%[57.1 µM],1%,-8%,-11,13%
CCOC(=O)Nc1sc(C)c(C)c1C(N)=O,-2%,1%,-2,-1.3%,-6%,-11%,-9%,1,3%
CCCCn1c(N)c(N(CC)C(=O)CSc2nnnn2-c2cc(C)ccc2C)c(=O)[nH]c1=O,-2%,1%,0,-0.2%,-1%,5%,-12%,0,-1%
N#Cc1ccccc1Sc1ccccc1C(=O)OCc1nnc(-c2ccccc2)o1,-1%,0%,-4,2.4%,-4%,-4%,1%,-3,2%
CCCn1cnc2c(sc3nc4c(cc32)CSC(C)(C)C4)c1=O,8%,3%,4,15%,4%,-15%,3%,4,0%
Cc1ccc(S(=O)(=O)c2c(Nc3cc(C)ccc3C)sc(C(=O)c3ccc4c(c3)OCO4)c2N)cc1,1%,-19%,-4,-1.8%,-10%[57.1 µM],-5%,-13%,3,0%
COc1ccc(NC(=O)CN2CCCC2)cc1,0%,-1%,-12,-1.2%,-8%[57.1 µM],7%,0%,-1,3%
O=C(O)CN1C(=O)CC(Cc2ccccc2)C1=O (centres undefined),-3%,0%,-8,0.2%,-8%,3%,-14%,4,4%
CCOC(=O)c1sc2nc3n(c(=O)c2c1C)CCC3,-2%,-12%,-8,2.3%,-3%,?,-13%,-1,-11%
NC(=O)CSc1nnc(CNc2cccc(Cl)c2)n1CCc1ccccc1,-4%,1%,-1,1.0%,-5%,1%,-11%,-3,0%
O=C(COc1ccc2c(-c3ccccc3)cc(=O)oc2c1)NCCCn1ccnc1,2%,1%,0,1.6%,-3%,1%,-20%,3,-2%
COc1ccc(NC(=O)CSc2cc(C(=O)c3nccn3C)c3ccccc3n2)cc1,-2%,2%,-10,0.5%,-1%[11.4 µM],20%,-1%,3,6%
COc1ccccc1NC(=O)c1ccc(-n2cccn2)c([N+](=O)[O-])c1,-4%,1%,-8,-1.8%,-6%[57.1 µM],12%,-22%,6,0%
Cc1ccc(NC(=O)CCCn2nc(C)c3sc4ccccc4c3c2=O)c(Cl)c1,-1%,-2%,-6,-0.3%,13%,-8%,-31%,-2,1%
C[C@@H]1CN([C@H](C)CO)C(=O)CCCn2cc(nn2)CO[C@H]1CN(C)S(C)(=O)=O,-5%,-6%,-6,.,.,-11%,7%,-30,-4%
COc1ccc(OCCSc2nc(C)c(Cc3ccccc3)c(=O)[nH]2)cc1,-3%,2%,-3&-5,-0.2%&-0.2%,-2%&4%,-15%,-14%&-21%,7&5,5%
O=C(COC(=O)c1ccccc1Br)NCC1CCCCC1,-1%,-2%,2,.,6%[57.1 µM],0%,?,3,5%
CCCSc1nnc(NC(=O)Nc2ccc(C)cc2)s1,-1%,2%,-1,1.9%,-3%,15%,-17%,5,6%
N#Cc1cnn(CC2CCCCC2)c1N,-2%,-5%,-3,-1.2%,-7%,-16%,-8%,3,1%
O=C(N/N=C/c1cccnc1)c1ccc(NC(=O)c2ccc(Cl)cc2)cc1,0%,-2%,-3,0.5%,-8%[57.1 µM],0%,-16%,1,0%
CCN(C(=O)COC(=O)c1ccccc1Nc1ccccc1)c1c(N)n(Cc2ccccc2)c(=O)[nH]c1=O,-3%,-2%,-4,.,14%,-15%,-21%,-4,-3%
CCNC(=S)Nc1ccc2cn[nH]c2c1,-5%,4%,-1,2.7%,2%[57.1 µM],1%,1%,2,3%
Cc1ccc(S(=O)(=O)N2CCN(CC(=O)N/N=C/c3cc([N+](=O)[O-])ccc3Cl)CC2)cc1,-6%,-1%,-3,-0.2%,8%[57.1 µM],2%,-9%,-3,2%
COc1ccc(-n2ccnc2SCC(=O)NCc2ccco2)c(OC)c1,-4%,4%,-2,0.6%,-6%,-9%,-5%,-6,-1%
CCn1c(Cn2nnc(-c3ccccc3)n2)nnc1SCC(=O)Nc1cccc(C(C)=O)c1,0%,-1%,-5,0.8%,1%,-9%,14%,-2,0%
O=C(Nc1ccc2c(c1)CCC2)c1cnccn1,4%,1%,-2,-0.9%,3%,-4%,-10%,-2,-1%
O=C(CNC(=O)C1CCCCC1)Nc1ccccc1Cl,-5%,0%,-5,3.5%,-12%,1%,-15%,-5,3%
O=C1NC(=O)C(c2ccccc2)(c2ccccn2)N1 (centres undefined),2%,0%,-13,.,-3%,-12%,-8%,-4,-2%
Cc1ccc(-c2noc(CCCC(=O)NC3CCCCC3)n2)cc1,-4%,2%,-9,1.1%,5%[57.1 µM],-9%,-13%,29,14%
O=C1c2ccccc2OCOc2ccccc21,0%,1%,-19,0.1%,3%,-10%,-4%,4,7%
Cc1ccc(S(=O)(=O)N2CCC(=O)N(CCOCc3cccc(F)c3)CC2)cc1,-4%,0%,0,0.1%,4%,-1%,?,1,-8%
Cc1ccc(CNC(=O)Cn2cnc3cc([N+](=O)[O-])ccc3c2=O)cc1,0%,1%,1,18%,-2%,-8%,2%,-6,2%
Cc1ccc(C(=O)OCc2cc3ccccc3[nH]c2=O)cc1,-3%,-4%,-2,?,13%,-11%,-21%,-3,11%
